Screening data as filed in PubChem.
TEAD-YAP inh – TEAD-YAP interaction inhibition, primary screen, TEAD-YAP interaction inhibitor project, luminescence, HEK-TIYL cells. TEAD-Gal4/YAP UAS-luciferase luminescence. inhibition, % at 9.12 µM. actives 1.4% (n = 640,000). AID 1259422, 2018; in the data active means inhibition above about 32%;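 further: 0% = median of test compound wells and 100% = reference inhibitor wells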
MITF primary – MITF inhibitors, primary screen, biochemical, AlphaScreen, human; inhibition, % at 2.6 µM; actives 0.91% (n = 650,000); AID 1259374, 2018; AlphaScreen MITF homodimerization, bead proximity signal; Microphthalmia-associated transcription factor (Homo sapiens), O75030; in the data active means inhibition above about 50%;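 further: 0% = vehicle wells with protein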
Target sequence (O75030 whole entry, looked up): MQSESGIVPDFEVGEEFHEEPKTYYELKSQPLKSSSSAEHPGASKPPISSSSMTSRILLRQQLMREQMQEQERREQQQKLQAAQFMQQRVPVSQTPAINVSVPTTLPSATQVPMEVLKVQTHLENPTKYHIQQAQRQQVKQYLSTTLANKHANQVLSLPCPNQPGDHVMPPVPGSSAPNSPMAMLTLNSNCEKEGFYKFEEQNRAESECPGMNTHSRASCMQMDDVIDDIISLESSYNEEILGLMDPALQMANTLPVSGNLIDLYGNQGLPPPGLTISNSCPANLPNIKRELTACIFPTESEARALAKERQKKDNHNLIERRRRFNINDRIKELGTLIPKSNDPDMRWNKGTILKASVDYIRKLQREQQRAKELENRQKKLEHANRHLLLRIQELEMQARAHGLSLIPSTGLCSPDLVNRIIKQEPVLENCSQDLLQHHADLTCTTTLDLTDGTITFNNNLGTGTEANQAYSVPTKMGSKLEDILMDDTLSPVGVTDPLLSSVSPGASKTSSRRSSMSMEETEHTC
GPR151 activ – activators of human GPR151, primary screen, cell-based, PathHunter beta-arrestin, luminescence. G-protein coupled receptor 151 (Homo sapiens), Q8TDV0. PathHunter beta-arrestin GPR151 cells. activation, % at 11.2 µM. actives 1% (n = 650,000); in the data active means activation above about 4.9%;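 further: 0% = median of compound wells and 100% = cells with positive control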
Target sequence (Q8TDV0 whole entry, looked up): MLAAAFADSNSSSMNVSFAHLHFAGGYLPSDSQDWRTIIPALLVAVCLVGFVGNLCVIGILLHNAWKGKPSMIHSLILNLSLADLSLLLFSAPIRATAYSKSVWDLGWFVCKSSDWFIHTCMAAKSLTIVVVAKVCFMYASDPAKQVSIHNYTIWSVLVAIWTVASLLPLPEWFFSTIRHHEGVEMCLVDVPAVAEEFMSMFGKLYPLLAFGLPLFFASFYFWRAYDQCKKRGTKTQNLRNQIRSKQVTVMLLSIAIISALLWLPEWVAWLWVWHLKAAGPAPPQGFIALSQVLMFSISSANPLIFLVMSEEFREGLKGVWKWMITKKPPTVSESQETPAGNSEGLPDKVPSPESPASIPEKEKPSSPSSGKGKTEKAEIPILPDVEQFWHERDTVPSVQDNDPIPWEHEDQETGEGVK
FBW7 activator – FBW7 E3 ligase activators, primary screen, biochemical, AlphaScreen, human. F-box/WD repeat-containing protein 7 (Homo sapiens), Q969H0. AlphaScreen FBW7–phospho-cyclin E peptide binding, activator screen. normalized activity (activation), % at 26.1 µM. actives 0.13% (n = 650,000); in the data active means normalized activity above about 1.9%;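 further: purified mutant Fbw7 with reduced substrate affinity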
The depositor's hits bear a star.

SMILES	TEAD-YAP inh	MITF primary	GPR151 activ	FBW7 activator
COc1ccc(N2CCN(CC(O)COC(C)(C)C)CC2)cc1 (configuration not stated)	-6.1	45.8	0.2	0.1
COc1cccc(-c2nc3ccccc3[nH]2)c1	-55.2	12.9	-4.2	-0.1
CCOC(=O)c1ccc(NC(=O)CSc2nc3ccccc3c(=O)n2CCNC(C)=O)cc1	17.9	8.0	-1.5	0.9
O=C(Cc1ccccc1)N/N=C/c1ccc(Br)o1	-8.3	19.3	-0.7	1.0
Cc1ccc2cc(CN(CCN3CCOCC3)C(=O)NC3CCCCC3)c(=O)[nH]c2c1	-7.9	-6.8	-0.8	0.1
Cc1ccc(-n2c(=S)sc3c(=O)n(-c4ccc(F)cc4)c(SCC(=O)N4CCC(C)CC4)nc32)c(C)c1	4.9	10.0	-1.5	0.0
CCOc1ccc2[nH]c(=O)c(CN(Cc3nnnn3Cc3ccco3)C3CCCC3)cc2c1	10.9	5.5	0.5	-0.1
O=C(NCc1ccc(Cl)cc1)c1nn2c(C(F)(F)F)cc(-c3ccco3)nc2c1Cl	6.8	16.9	-0.5	1.4
N#Cc1cc(-c2nc(Nc3ccc(-n4cnc(C(F)(F)F)n4)cc3)ncc2F)cc(N2CCOCC2)c1	4.1	13.1	-1.3	0.0
CCC(NS(=O)(=O)c1ccc(C)cc1)C(=O)NCC1CCCO1 (configuration not stated)	-10.6	19.4	-0.1	0.3
O=S(=O)(c1ccc(F)cc1)N1CCCN(Cc2c(F)cccc2F)CC1	2.8	8.3	-0.8	0.1
O=C1CC(c2ccccc2)CC(O)=C1C=NCc1ccccn1 (configuration not stated)	-0.2	6.1	-0.1	-0.3
COc1ccccc1NC(=O)c1c(NC(=O)c2ccccc2F)sc(-c2ccccc2)c1C	17.9	-8.1	1.0	0.1
O=C(O)c1nc(-c2ccccc2)oc1C(F)(F)F	6.9	3.7	-0.7	0.2
CCCC(C)NS(=O)(=O)c1ccc(OCC(=O)OC)cc1 (configuration not stated)	-8.9	6.4	0.3	0.6
CC1(C)CC(=O)C2=C(C1)N(c1ccc(Cl)cc1)C1=C(C(=O)CC(C)(C)C1)C2c1cccc(F)c1	-5.2	8.7	0.6	0.1
CC(C)c1nnc(SCC(=O)NCCC2=CCCCC2)n1N	0.0	20.8	-1.3	-0.1
CN(CCO)c1ncnc2c1nnn2Cc1ccccc1Cl	5.6	0.0	-0.6	0.5
CCOC(=O)c1cnc2ccc(OCC)cc2c1Nc1cc([N+](=O)[O-])ccc1OC	-0.4	15.1	-0.8	0.0
Cc1cccc(C(=O)NNC(=O)CCc2ccccc2)c1O	-3.5	-5.1	1.7	-0.1
O=C(NCCCN=C1NS(=O)(=O)c2ccccc21)c1ccc(F)cc1	1.6	-14.4	-0.4	-0.3
O=C1CCCC2=C1C(c1ccc([N+](=O)[O-])cc1)C1=C(CCCC1=O)N2c1ccccc1	-2.8	-21.2	3.1	0.1
CC(C)(C)OC(=O)N1CCCC1C(=O)Nc1ccc(I)cc1 (configuration not stated)	-48.5	3.5	0.3	0.2
CC(C)CCN1CCN(Cc2nc3ccccc3s2)CC1CCO (configuration not stated)	-4.8	-2.3	3.1	0.4
COC(=O)c1ccc(C(=O)OC)c(NC(=O)c2c(-c3c(Cl)cccc3Cl)noc2C)c1	11.3	8.0	-0.2	0.3
Cc1cc(C)nc(Nc2ccc([N+](=O)[O-])cc2O)n1	-7.4	2.8	1.3	0.0
CCN1C(=O)CC(C(=O)Nc2ccc(Br)cc2)SC1=Nc1ccc(C)c(C)c1 (configuration not stated)	12.5	0.1	0.9	0.0
CCOCCCNC(=O)c1ccc(Cl)c(S(=O)(=O)Nc2ccccc2C)c1	10.4	-3.5	-0.3	-0.2
COC(=O)c1cc(S(=O)(=O)Nc2cc(OC)c(OC)c(OC)c2)c[nH]1	12.0	3.3	-0.2	0.4
NC(=O)c1nc(-c2cc(Br)ccc2O)nc2c1[nH]c(=O)n2-c1ccc(F)cc1	-4.6	0.2	-0.2	0.1
Cc1nc2ccccc2n1CC(O)COc1ccc(C(C)(C)C)cc1 (configuration not stated)	47.4*	-4.4	1.4	0.3
CC(NC(=O)c1ccc(N(C)C)cc1)C(c1cccs1)N1CCN(C)CC1 (configuration not stated)	4.1	-10.6	0.1	-0.1
Cn1c(=O)n(C)c2cc(Cl)ccc21	-1.9	9.6	0.5	-0.1
O=C(Nc1ccc2nc(SCC(=O)N3CCOCC3)sc2c1)c1ccccc1F	-20.1	-13.3	0.0	-0.1
CCC(C(=O)NCCc1ccccc1)n1ncn2c(cc3occc32)c1=O (configuration not stated)	-5.6	-2.0	-0.2	-0.1
O=C1C=CC(=NS(=O)(=O)c2cccs2)C=C1	0.3	0.7	-1.5	0.4
CCOC(=O)c1ccc(NC(=O)CN(c2ccccc2OCC)S(=O)(=O)c2ccccc2)cc1	-7.0	17.1	-1.2	0.8
CS(=O)(=O)Nc1ccc(C(=O)Nc2ccc(I)cc2)cc1	-25.5	1.1	0.7	0.1
CCCN(C(=O)CCNC(=O)Cn1cnc2ccccc2c1=O)c1cccc(C)c1	6.9	0.4	2.1	0.0
CCN(CC)C(=O)c1sc2ncnc(N(C)c3ccccc3)c2c1C	-4.7	5.2	-0.1	-0.2
COC(=O)c1ccc(C(=O)Nc2cccc3c2C(=O)N(C)C3=O)cc1	-6.8	-5.9	0.5	-0.1
COc1ccc(/C=N/S(=O)(=O)c2ccccc2)c(OC)c1	2.3	-5.4	-0.2	0.0
CC(=O)N1N=C(c2cccs2)CC1c1cccc(O)c1 (configuration not stated)	-2.3	-6.5	-1.1	-0.2
CCN(C(=O)CC(C)S(=O)(=O)c1cc2c(cc1C)NC(=O)CO2)c1ccccc1 (configuration not stated)	-5.7	6.9	2.6	-0.1
Cc1cc(OCC(=O)Nc2ccc3oc(-c4ccc(C(C)(C)C)cc4)nc3c2)ccc1Cl	2.1	8.1	-1.5	-0.1
O=C(O)CC1S/C(=N\N=C/c2ccccc2O)N(c2ccc(O)cc2)C1=O (configuration not stated)	-10.6	14.9	-0.4	0.3
CN1CCN(Cc2nc3c([nH]2)c(=O)[nH]c(=O)n3C)CC1	-4.7	3.4	1.7	-0.1
CCN(c1ccccc1)c1ncnc2c1cnn2C	-9.3	7.7	5.0*	0.2
Cc1ccc(-n2[nH]c(C)c(C=Nc3ccc(Br)cn3)c2=O)cc1C	14.3	-3.9	-1.1	-0.2
Cc1cccc(C)c1N1C(=O)C2C3C=CC(C3)C2C1=O (configuration not stated)	-14.1	5.7	1.6	0.5

(continued)
SMILES	TEAD-YAP inh	MITF primary	GPR151 activ	FBW7 activator
CCOC(=O)Nc1nnc(Cc2ccc(F)cc2)s1	-0.5	9.4	-1.4	0.1
Fc1ccc(NCc2c[nH]c3ccccc23)cc1	4.6	14.8	-0.4	0.2
CCN1C(C(=O)c2ccccc2)=C(NC(=O)c2ccccc2Cl)c2ccccc2S1(=O)=O	3.5	13.1	-0.1	0.2
Nc1nonc1-n1nnc(C(=O)N/N=C/c2ccc([N+](=O)[O-])o2)c1-c1ccccc1	11.9	3.0	-0.5	-0.1
Cn1c(=O)c2c(SCC(=O)C(C)(C)C)nc(C(C)(C)C)nc2n(C)c1=O	8.9	4.6	-2.0	-0.1
CC(C)N(CCO)C(=O)c1cnc2sc3ccccc3n2c1=O	10.4	7.0	0.1	-0.1
O=C1CCCN1CCn1cnc2c(NCCOc3ccccc3)nc(Nc3ccc(-n4ccnc4)cc3)nc21	2.5	14.0	2.4	0.1
COc1ccc(NC(=S)N2CCN(Cc3ccco3)CC2)c(OC)c1	-6.7	-4.3	3.5	-0.1
CC#CC(=O)N1CCC(C(Cc2cccc(OC)c2)N(C)C(=O)C2CCOCC2)CC1 (configuration not stated)	3.0	47.0	-1.5	1.0
O=C(NCCc1ccc(Cl)cc1)C(=O)NCc1ccc2c(c1)OCO2	-2.3	18.8	1.1	0.1

A draw from above in order of heavy-atom count, smallest number first:
SMILES	TEAD-YAP inh	MITF primary	GPR151 activ	FBW7 activator
COc1ccc(/C=N/S(=O)(=O)c2ccccc2)c(OC)c1	2.3	-5.4	-0.2	0.0
CC(C)(C)OC(=O)N1CCCC1C(=O)Nc1ccc(I)cc1 (configuration not stated)	-48.5	3.5	0.3	0.2
O=S(=O)(c1ccc(F)cc1)N1CCCN(Cc2c(F)cccc2F)CC1	2.8	8.3	-0.8	0.1
N#Cc1cc(-c2nc(Nc3ccc(-n4cnc(C(F)(F)F)n4)cc3)ncc2F)cc(N2CCOCC2)c1	4.1	13.1	-1.3	0.0

Single records, as listed above. Order of values: TEAD-YAP inh, MITF primary, GPR151 activ, FBW7 activator
Entry for CCN1C(=O)CC(C(=O)Nc2ccc(Br)cc2)SC1=Nc1ccc(C)c(C)c1 (configuration not stated) = 12.5, 0.1, 0.9, 0.0
Entry for CCC(C(=O)NCCc1ccccc1)n1ncn2c(cc3occc32)c1=O (configuration not stated) = -5.6, -2.0, -0.2, -0.1
Entry for CC(=O)N1N=C(c2cccs2)CC1c1cccc(O)c1 (configuration not stated) = -2.3, -6.5, -1.1, -0.2

Further structures follow:
SMILES	TEAD-YAP inh	MITF primary	GPR151 activ	FBW7 activator
COC(=O)c1ccc(C(=O)OC)c(NC(=O)c2cnn3cccnc23)c1	3.3	-2.8	-0.9	0.3
CC(C)C1N=C2c3ccccc3N=C(SCC(=O)c3ccc(Br)cc3)N2C1=O (configuration not stated)	6.9	-3.4	-1.1	-0.2
Cc1sc(NC(=O)c2ccc3ncsc3c2)c(C#N)c1C	-8.7	-4.1	-1.5	0.1
O=C(NC(Cc1ccccc1)C(=O)OCC(=O)c1ccccc1)OCc1ccccc1 (configuration not stated)	-4.2	4.3	3.3	-0.1
O=C(OCCCN1C(=O)c2ccccc2C1=O)c1ccco1	1.2	23.0	1.4	0.5
COC(=O)C1=C(C)NC2=C(C(=O)CC(C)(C)C2)C1c1ccc(Cl)c(Cl)c1 (configuration not stated)	2.2	-5.4	1.3	-0.1
Cc1cc(C)cc(N(CCC#N)C(=O)COC(=O)c2ccc(NC(N)=O)cc2)c1	4.8	2.6	-0.2	0.1
COc1cc(/C=C(/C#N)C(=O)Nc2ccc(O)cc2)ccc1O	47.2*	16.5	1.1	0.0
O=C(N/N=C\c1cccc(Cl)c1)c1n[nH]c2c1CCCC2	25.3	16.2	1.2	0.1
CC1(C)CC(=O)C(=CN2CCN(Cc3ccc4c(c3)OCO4)CC2)C(=O)C1	-3.0	-15.0	-0.8	-0.1
Cc1c(C(=O)NCCSc2c[nH]c3ccccc23)cccc1[N+](=O)[O-]	4.3	-9.8	-0.2	0.0
CCOC(=O)c1cnc2c(OC)cccc2c1Nc1ccc2c(c1)OCO2	-2.3	5.2	0.0	0.0
COc1ccc(N(CC(=O)N2CCc3ccccc3C2)S(C)(=O)=O)cc1OC	-6.1	-7.0	-1.5	-0.2
C[C@@H](O)[C@@H]1NC(=O)[C@H]2CN(CC3CC3)CCN2C1=O	4.1	6.6	0.7	-0.5
Cn1c(Sc2ccc(S(=O)(=O)N3CCCC3)cc2[N+](=O)[O-])nnc1C(F)(F)F	-1.1	1.5	-0.6	0.0
COc1ccccc1NC(=O)N1CCCC1C(=O)Nc1ccc(Cl)cc1 (configuration not stated)	1.9	1.8	1.5	-0.1
CC(C)Sc1cc(NCCO)c([N+](=O)[O-])c2nonc12	-16.6	24.7	3.3	0.1
O=C(O)c1cccc(NC(=S)NC(=O)c2cncc(Br)c2)c1	4.0	21.6	-0.2	0.3
O=C(Cc1ccc(N2CCC(NCCOc3cccnc3)CC2)cc1)N1CCCC1	1.3	14.7	-1.4	1.0
COc1ccc(C(=O)Nc2ccc3[nH]c(=O)[nH]c3c2)cc1Cl	9.9	9.6	1.4	0.1
c1ccc(-n2cnnc2SCc2nnc(-c3cccs3)o2)cc1	-1.0	-11.7	-2.1	0.2
CCOC(=O)Cc1c(C)n2nc(C)cc2[nH]c1=O	-3.7	-15.0	2.8	-0.2
CC(C)(C)NC(=O)C(c1cccs1)N(C(=O)c1csnn1)C1CCCC1 (configuration not stated)	-1.8	-2.3	2.9	-0.2
Cc1ncc(CO)c2cc(C(=O)NC3=CC4OCOC4C=C3)c(=Nc3ccccc3)oc12 (configuration not stated)	-1.6	-15.4	-0.9	-0.1
O=C1OC(c2ccc(Br)cc2)=N/C1=C\c1coc2c(Cl)cc(Cl)cc2c1=O	-9.7	10.4	0.3	0.0
CCn1c2cc(C)sc2c2cnn(CC(=O)NC(C)C)c(=O)c21	-4.8	5.1	-1.2	0.0
CCCCNCc1c(C(=O)O)n(Cc2cc(C)ccc2C)c2ccccc12	13.9	9.6	-0.4	0.1
CCOC(=O)C(Cc1ccccc1)SC#N (configuration not stated)	14.8	-8.2	1.5	0.0
O=C(COC(=O)c1cccc([N+](=O)[O-])c1)NC1CCCC1	8.5	-5.9	-0.2	0.1
O=C(c1ccccn1)N1CCC[C@@H]2CN(CCCc3ccccc3)CC[C@@H]21	6.2	-13.4	-0.6	-0.1
N#Cc1ccccc1NC(=O)CN1CCC(C(N)=O)CC1	4.2	7.3	1.9	0.0
O=C1NC(=S)S/C1=C/c1cc([N+](=O)[O-])ccc1N1CCCCC1	0.3	-2.6	-0.7	0.0
O=C(N/N=C/c1cccc([N+](=O)[O-])c1)c1ccc2c(c1)OCO2	-23.5	5.8	-0.3	-0.1
CCN(Cc1ccccc1)S(=O)(=O)c1cc(C(=O)Nc2ccc(Cl)c(Cl)c2)ccc1F	54.9*	11.8	1.1	0.3
Cc1ccc(CCNC(=O)CN(C)S(=O)(=O)c2cc(Br)cnc2N)cc1	4.8	-8.2	0.5	0.3

Outcome played no part in choosing rows (roughly 3.5% active in at least one column).
